# NTR1 ag – NTR1-driven beta-arrestin-GFP spot formation – imaging, U2OS cells, high content, primary screen (AID 493036); agonist mode; P30989; activation, % at 20 µM; 330,000 compounds, 0.17% hits;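 active means activation at or above 40% of the spot to cytoplasm intensity ratio, with at least 20 cells analyzed; inconclusive means wells under 20 cells, flagged as cytotoxic or low count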;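 further: 0% = DMSO without peptide and 100% = 100 nM NTR1 peptide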
# Target sequence (P30989 whole entry, looked up): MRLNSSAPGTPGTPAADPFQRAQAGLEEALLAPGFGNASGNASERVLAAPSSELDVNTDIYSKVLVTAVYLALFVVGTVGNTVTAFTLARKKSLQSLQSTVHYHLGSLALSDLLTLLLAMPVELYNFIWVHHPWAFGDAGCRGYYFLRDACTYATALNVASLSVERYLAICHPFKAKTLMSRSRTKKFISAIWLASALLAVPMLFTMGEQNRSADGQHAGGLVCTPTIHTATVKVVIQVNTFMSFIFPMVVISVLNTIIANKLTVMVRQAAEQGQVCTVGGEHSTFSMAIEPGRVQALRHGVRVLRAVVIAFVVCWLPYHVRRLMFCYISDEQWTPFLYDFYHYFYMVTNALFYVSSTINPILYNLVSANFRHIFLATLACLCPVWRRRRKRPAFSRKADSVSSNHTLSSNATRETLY
# Myeloid diff 2 – promotes myeloid progenitor differentiation; ER-HoxA9 myeloid progenitors, lysozyme-GFP differentiation, flow cytometry; calls only at 10 µM; AID 624256; 360,000 compounds, 1% hits;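 active means normalized GFP-positive differentiation at or above the plate's own cutoff, the solvent-only control mean plus 3 SD; inconclusive means no clear call, values can overlap the other calls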;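 further: cells exposed to compound for four days before flow analysis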
# MgcRacGAP inhibition – MgcRacGAP GTPase-activating activity inhibitors, confirmation, biochemical, ADP Hunter fluorescence; MgcRacGAP-stimulated Rac1 GTP hydrolysis, ADP Hunter fluorescence; higher % means a stronger effect; GST-tagged Rac1 F28L mutant substrate; 340,000 compounds, 0.6% hits; one-dose inhibition, % at 30 µM; IC50 in µM for titrated hits;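 active means first-screen hits whose inhibition reached a set limit at any dose in the follow-up dose series; inconclusive means inhibition above the set first-screen limit but never retested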;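 further: fluorescence reports GDP produced by GAP-driven GTP hydrolysis; strong numbers were not always called active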
# NTR1 ag cell count 20 µM – further read-out of NTR1 ag, marked with its call; cell count; measured here: cell count, cytotoxicity flag
# Myeloid diff 2 GFP+ MAC1+ % – recorded beside Myeloid diff 2, whose call it bears; GFP+ MAC1+ double positive, %; measured here: differentiation confirmed by MAC1 staining
# Starred values were filed as active, the others as inactive; i = inactive; ? = inconclusive; · = not tested or not shown; + = active, no number. A portion of the library (hit frequency here may not be typical).
# Results follow in this order: NTR1 ag	NTR1 ag cell count 20 µM	Myeloid diff 2	Myeloid diff 2 GFP+ MAC1+ %	MgcRacGAP inhibition
- COc1cc(OC)cc(C(=O)NCC(=O)NCC(c2ccco2)N2CCCCC2)c1 (stereo not drawn)
  4.1	59	i	0.3	1.1%
- O=C(COC(=O)c1ccc(O)cc1O)NC12CC3CC(CC(C3)C1)C2
  0.7	61	i	1.3	6.5%
- O=C(CSc1ccccn1)N1CCNC1=O
  2.6	53	i	0.3	2.6%
- Cc1cc(C)c(NC(=O)CSc2cccc[n+]2[O-])c(C)c1
  -0.9	44	i	0.5	3.8%
- O=C1[C@@H](c2ccccc2)[C@@H](c2ccccc2)N1c1cccnc1
  26.3	71	i	0.3	3.5%
- O=C(Nc1ccccc1Sc1ccccc1)c1ccccc1F
  5.5	56	i	0.2	4.8%
- O=C(Nc1cc(S(=O)(=O)N2CCCCC2)ccc1N1CCOCC1)c1ccc(C(F)(F)F)cc1
  6.7	42	i	0.7	13.0%
- CC(=O)Nc1ccc(NC(=O)c2ccc(S(=O)(=O)N(C)c3ccccc3)cc2)cc1
  3.9	46	i	0.7	2.8%
- COc1ccc(C2=CC(=O)C[C@H](c3ccc(OC)cc3)C2)cc1
  0.7	65	i	1.6	4.2%
- Nc1ccc(S(=O)(=O)NCC(=O)OC2CCOC2=O)cc1[N+](=O)[O-] (stereo not drawn)
  -1.0	71	i	1.0	6.4%
- CCN(Cc1nc2cc(Cl)ccc2c(=O)[nH]1)C(=O)c1cc(C2CC2)nn1-c1ccccc1
  6.7	68	i	0.9	12.1%
- CC[C@]12c3[nH]c4cc(-c5ccco5)ccc4c3CCN1C(=O)[C@@H](CC(=O)NCCCOC)C[C@@H]2C(=O)N1CCN(C(=O)C2CC2)CC1
  -1.3	47	i	1.2	7.6%
- CCN(CC(=O)NCc1cccs1)C(=O)c1ccc(Cl)c(Cl)c1
  -2.5	50	i	0.2	4.5%
- CCOc1ccccc1OCC(=O)Nc1ccc(N2CCOCC2)cc1N1CCOCC1
  1.8	60	i	0.8	7.5%
- CCOc1cc(S(=O)(=O)NCc2ccccc2)c(OCC)cc1-n1cnnn1
  4.3	51	i	0.6	2.1%
- COc1ccc(C2(c3ccc(OC)cc3)NC(=O)N(CC(=O)NCC(C)c3ccccc3)C2=O)cc1 (stereo not drawn)
  3.4	64	i	0.6	6.4%
- Cc1ccc(CN2CC(C(=O)N3CCN(S(=O)(=O)c4ccccc4)CC3)CC2=O)cc1 (stereo not drawn)
  0.4	63	i	0.8	7.9%
- O=C(c1ccc2c(c1)C(=O)N(c1ccc(Cl)cc1)C2=O)N1CCN(c2ccccn2)CC1
  1.7	27	i	0.5	17.2%
- CN1C(=O)N(CC(=O)Nc2sccc2C(N)=O)C(=O)C12CCCCC2
  1.8	45	i	0.5	3.6%
- COc1ccc([C@H]2CC(=O)C=C(c3ccc(Oc4ccccc4)cc3)C2)cc1OC
  -0.7	51	i	0.2	4.9%
- COc1ccc(Cl)cc1NC(=O)CN(C)C(=O)CCSc1ccc(C)cc1
  1.9	60	i	0.4	1.3%
- COc1ccccc1CNC(=O)COC(=O)c1ccc(N2CCCC2=O)cc1
  -0.3	56	i	0.3	1.5%
- CNC(=O)C1CN(C(=O)c2cccc(S(=O)(=O)N3c4ccccc4CC3C)c2)c2ccccc2O1 (stereo not drawn)
  3.3	85	i	0.4	4.7%
- Cc1ccc(OCCNC(=O)c2cccc(S(=O)(=O)NCc3ccccc3)c2)cc1
  1.4	44	?	·	-2.2%
- Cn1nnnc1Sc1ncnc2scc(-c3cccc(F)c3)c12
  2.3	49	?	·	3.7%
- Nc1nc(SCC(=O)Nc2cccc([N+](=O)[O-])c2)n[nH]1
  -2.3	41	i	1.1	2.3%
- COc1ccc(NC(=O)Nc2cccc3c2O[C@@H](CN(C)CC2CCCCC2)[C@@H](C)CN([C@H](C)CO)C3=O)cc1
  0.2	59	i	1.8	6.9%
- O=C1CN(C(=O)COC(=O)CCC(=O)c2ccc(Cl)cc2)c2ccccc2N1
  -1.1	53	i	0.5	2.5%
- CCCN(CC(=O)Nc1ccccc1C)C(=O)C1CC(=O)N(c2ccccc2C(C)CC)C1 (stereo not drawn)
  0.1	50	i	0.7	5.7%
- COc1ccccc1C1CC(=O)Oc2cc(C)c(Cl)c(C)c21 (stereo not drawn)
  1.1	52	i	4.1	7.0%
- CCCN(C(=O)C1CC(=O)N(c2ccccc2C(C)CC)C1)C1CCS(=O)(=O)C1 (stereo not drawn)
  -2.8	53	i	1.6	7.3%
- O=C(C[C@@H]1C/C=C\C[C@@H](Cc2ccc(F)cc2)C(=O)OC[C@@H]2CCCN2C1=O)N[C@H](CO)Cc1ccccc1
  -0.5	49	i	2.0	5.9%
- CCOC(=O)[C@H]1[C@H]2COc3ccc(OC)cc3[C@@H]2N2C(=O)c3cc(OC)ccc3NC(=O)[C@@]12C
  -2.4	67	i	0.5	2.9%
- Nc1cc(=O)[nH]c(SCC(=O)NC2CCCCCCC2)n1
  0.5	54	i	1.4	0.0%
- CC1CC(C)CN(CC(=O)Nc2cc(S(=O)(=O)N3CCOCC3)ccc2N2CCCC2)C1 (stereo not drawn)
  2.2	45	i	0.5	5.1%
- CCCn1c(SC(C)C(=O)NC2CCCC2)n[nH]c1=O (stereo not drawn)
  -0.1	64	i	0.6	1.6%
- Cc1ccc(S(=O)(=O)N2CCCC2)cc1C(=O)NCc1ccccc1CN1CCCC1
  2.0	65	i	2.1	4.5%
- CC(C)CC1NC(=O)N(CC(=O)Nc2ccc3c(c2)OCCO3)C1=O (stereo not drawn)
  0.9	69	i	0.3	4.9%
- Cc1ccc(S(=O)(=O)CCC(=O)Nc2nc(-c3ccccn3)cs2)cc1
  1.3	87	+	2.1*	1.9%
- O=C(COC(=O)c1ccc2c(c1)OCCO2)NCCc1ccccc1
  0.0	62	i	1.1	5.9%
- Cc1ccc(OCC(=O)Nc2ccc(-n3cnnn3)cc2)c(C)c1
  1.1	59	i	0.5	-5.2%
- N#Cc1ccc(S(=O)(=O)NC[C@H]2O[C@@H](n3cnc4c(N)ncnc43)[C@H](O)[C@@H]2O)cc1
  0.7	65	i	0.5	9.0%
- CN(Cc1c(F)cccc1Cl)C(=O)C1=CC=CN2CCS(=O)(=O)N=C12
  -0.5	67	i	0.8	5.6%
- COc1cc(OC)c2c(c1)OC(=O)CC2c1ccc(C)cc1 (stereo not drawn)
  0.7	61	i	1.6	0.0%
- CC(=O)NC(C)c1cc(Cl)c2ccccc2c1O (stereo not drawn)
  0.8	63	i	2.5	17.4%

# Only NTR1 ag cell count 20 µM, for 4 of the compounds above:
Molecule	NTR1 ag cell count 20 µM
Cc1ccc(OCC(=O)Nc2ccc(-n3cnnn3)cc2)c(C)c1	59
N#Cc1ccc(S(=O)(=O)NC[C@H]2O[C@@H](n3cnc4c(N)ncnc43)[C@H](O)[C@@H]2O)cc1	65
CN(Cc1c(F)cccc1Cl)C(=O)C1=CC=CN2CCS(=O)(=O)N=C12	67
COc1cc(OC)c2c(c1)OC(=O)CC2c1ccc(C)cc1 (stereo not drawn)	61

# The results go on.
# Results follow in this order: NTR1 ag	NTR1 ag cell count 20 µM	Myeloid diff 2	Myeloid diff 2 GFP+ MAC1+ %	MgcRacGAP inhibition
- Cc1sc2nc(CN3CCCC3)nc(N3CCN(S(=O)(=O)c4cccc(F)c4)CC3)c2c1C
  2.9	66	i	0.7	0.6%
- Cc1ccc(-c2cccc(-c3cc(=O)oc4ccc(C(C)(C)C)cc34)c2)cc1
  0.2	40	i	1.3	7.4%
- N#Cc1nc(NCC(F)F)nc(Nc2cc(F)cc(F)c2)n1
  35.7	55	?	·	-4.0%
- Cc1cc(C)cc(OCC(=O)N(C)CC(=O)Nc2ccc(Cl)c(C(F)(F)F)c2)c1
  14.8	97	i	0.3	1.2%
- CC1(C)CC(=O)C=C(c2ccc(I)cc2)C1
  -1.4	66	i	0.4	-1.0%
- O=C(NCCO)/C(=C/c1ccco1)NC(=O)c1ccco1
  0.0	47	i	0.4	10.1%
- COc1cccc(C(=O)OCC(=O)NCC2CCCO2)c1 (stereo not drawn)
  3.4	60	i	0.7	0.5%
- O=C(CSc1nnc(-c2cccc(Br)c2)o1)N1CCNC1=O
  0.9	54	i	0.3	4.8%
- CCOC(=O)C1=C(C)N(C[C@@H]2CC[C@@H](Cc3ccc(-c4ccccc4)cc3)O2)C(=O)NC1c1cccc2ccccc12 (stereo partly drawn)
  2.8	75	i	0.3	0.7%
- COc1ccccc1NC(=O)c1sc2nc(C)cc(C)c2c1N
  1.3	76	i	0.7	9.7%
- CN1CCN(S(=O)(=O)c2cccc(C(=O)NC3(C)CCS(=O)(=O)C3)c2)CC1 (stereo not drawn)
  0.5	64	i	1.2	7.5%
- C=CCn1c(C)nnc1SCC(=O)Nc1ccc2c(c1)OCCO2
  -0.6	52	i	0.7	2.4%
- Cc1c(NC(=O)c2cc(-c3ccccc3)nc3ccccc23)c(=O)n(-c2ccccc2)n1C
  -0.3	54	i	0.5	-13.0%
- COc1ccc(OC)c(NC(=O)COC(=O)CCc2nc3ccccc3c(=O)[nH]2)c1
  -0.2	63	i	0.9	14.5%
- CCCCCCCCOc1ccc(C(=O)O)cc1
  1.9	56	i	0.9	-1.9%
- CN(Cc1ccccc1)S(=O)(=O)c1ccccc1Br
  1.5	71	i	1.1	7.4%
- O=C(COC(=O)c1cc(=O)[nH]c2ccccc12)NCc1cccc(Cl)c1
  -0.3	60	i	1.1	5.8%
- CN(C)C(=O)c1ccc(NC(=O)CSc2nnc(-c3ccc4c(c3)OCO4)o2)cc1
  1.3	66	i	0.7	6.9%
- CCC(=O)NC(c1ccco1)c1cc(Cl)c2ccccc2c1O (stereo not drawn)
  4.6	67	i	1.4	3.9%
- CCc1cc(C(=O)NNC(=O)c2csc(N3CCOCC3)n2)sc1C
  0.7	67	i	0.9	9.7%
- CN(C(=O)CSc1ncnc2ccccc12)C1CCCCC1
  -0.4	56	i	2.1	10.4%
- COc1ccc(C(=O)OCC(=O)Nc2ncc([N+](=O)[O-])s2)cc1OC
  0.7	59	i	0.2	21.6%
- CCOc1ccc(NC(=O)COC(=O)Cn2nc(C)c([N+](=O)[O-])c2C)cc1OCC
  -0.5	62	+	4.5*	1.7%
- Cc1cccc(N2CCN(C(=O)CNC(=O)Cc3ccccc3)CC2)c1C
  0.9	61	i	0.8	1.2%
- COc1ccc(Cl)cc1NC(=O)CN(C)C(=O)/C=C/c1ccco1
  3.2	52	i	0.4	6.9%
- COc1ccccc1C(=O)NCCC(=O)NCc1ccncc1
  -1.3	50	i	0.5	1.0%
- CCOC(=O)C1CCCN(C(=S)Nc2ccc(S(=O)(=O)N3CCOCC3)cc2)C1 (stereo not drawn)
  3.2	57	i	1.6	3.8%
- COc1cccc(NC(=O)CN(C)CC(=O)c2c(C)[nH]c3ccccc23)c1
  -0.2	44	i	1.0	1.9%
- CCOC(=O)[C@@H]1[C@H]2COc3ccc(Br)cc3[C@H]2N2C(=O)N(c3ccc(OC)cc3)C(=O)[C@]12C
  -2.0	55	i	1.2	6.3%
- COc1ccc(-c2csc(NC(C)c3nc4cc(Cl)c(N5CCCCC5)cc4n3CCOCCO)n2)cc1 (stereo not drawn)
  4.4	95	i	0.5	5.6%
- CC(C)=CCC/C(C)=C/CNC(=O)C[C@H]1C[C@H](C(=O)N(C(C)C)C(C)C)[C@@]2(C)c3[nH]c4ccc(Cl)cc4c3CCN2C1=O
  10.8	57	i	0.4	3.3%
- COc1ccccc1CCC(=O)OCC(=O)N1c2ccccc2NC(=O)C1(C)C
  -1.5	65	i	0.2	6.9%
- COc1ccccc1C(C)Nc1ccc(S(=O)(=O)N2CCN(C)CC2)cc1[N+](=O)[O-] (stereo not drawn)
  -1.9	66	i	0.3	1.5%
- CCCCn1c(N)c(N(CCC(C)C)C(=O)COC(=O)c2ccc([N+](=O)[O-])s2)c(=O)[nH]c1=O
  3.7	68	i	1.5	2.4%
- O=C(CCc1ccccc1)Nc1cccc(S(=O)(=O)N2CCOCC2)c1
  -0.6	55	i	2.2	4.7%
- CC(C)(Cc1ccccc1)/[N+]([O-])=C\c1ccccc1
  -2.2	91	i	2.0	4.0%
- C=CCN(c1ccccc1OC)S(=O)(=O)c1cccc(C(=O)NCc2ccco2)c1
  -1.6	54	i	1.2	-1.2%
- CN(CC(=O)Nc1cccc(F)c1)C(=O)c1cc(S(=O)(=O)N2CCN(c3ccccc3)CC2)ccc1Cl
  -0.8	89	i	1.5	-0.5%
- CCCNC(=O)C1(CC2CC(c3ccccc3)=NO2)CCN(C(=O)CCCCCBr)CC1 (stereo not drawn)
  -1.0	53	i	1.0	10.0%

# Single entries from above.
# Myeloid diff 2 GFP+ MAC1+ % result of `CC(C)(Cc1ccccc1)/[N+]([O-])=C\c1ccccc1` is entered as 2.0
# Myeloid diff 2 GFP+ MAC1+ % result of `O=C(CCc1ccccc1)Nc1cccc(S(=O)(=O)N2CCOCC2)c1` is entered as 2.2
